Screens: PubChem, several laboratories
KCNQ2 inh – KCNQ2 potassium channel inhibitors, primary screen, cell-based, CHO-K1, FluxOR thallium flux, B-score (AID 2156) | hit rate 1.1% among 310,000 | Potassium voltage-gated channel subfamily KQT member 2 (Rattus norvegicus), O88943 | B-score at 10 µM | 20 min; stronger effect = lower value;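 active = fluorescence ratio B-score at most minus 3 library SDs, with starting brightness B-score within 2 library SDs, cut at about -5.5 in these data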
Target sequence (O88943 whole entry, looked up): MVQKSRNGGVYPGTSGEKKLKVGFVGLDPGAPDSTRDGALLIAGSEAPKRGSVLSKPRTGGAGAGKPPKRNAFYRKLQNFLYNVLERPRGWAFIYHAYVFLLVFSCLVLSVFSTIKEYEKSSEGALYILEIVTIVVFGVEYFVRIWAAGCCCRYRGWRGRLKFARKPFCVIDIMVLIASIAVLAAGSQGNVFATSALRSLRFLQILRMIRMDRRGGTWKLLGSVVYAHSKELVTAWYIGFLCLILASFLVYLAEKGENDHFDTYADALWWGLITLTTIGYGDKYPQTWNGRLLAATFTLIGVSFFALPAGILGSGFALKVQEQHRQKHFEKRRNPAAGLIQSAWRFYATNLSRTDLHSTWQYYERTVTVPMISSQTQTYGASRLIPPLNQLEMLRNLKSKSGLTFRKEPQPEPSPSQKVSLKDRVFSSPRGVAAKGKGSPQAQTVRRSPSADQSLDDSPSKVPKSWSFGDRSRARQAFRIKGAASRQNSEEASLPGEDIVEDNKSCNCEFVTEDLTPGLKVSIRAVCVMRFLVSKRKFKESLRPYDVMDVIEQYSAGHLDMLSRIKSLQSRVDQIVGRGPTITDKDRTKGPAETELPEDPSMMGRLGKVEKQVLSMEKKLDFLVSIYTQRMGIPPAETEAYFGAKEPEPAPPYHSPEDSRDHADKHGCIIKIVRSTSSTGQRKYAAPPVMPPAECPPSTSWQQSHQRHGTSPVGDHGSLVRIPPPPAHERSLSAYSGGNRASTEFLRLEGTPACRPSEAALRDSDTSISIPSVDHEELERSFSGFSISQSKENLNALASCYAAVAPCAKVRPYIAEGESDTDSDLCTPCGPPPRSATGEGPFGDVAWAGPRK
Kir21 block – inhibitors of mouse Kir2.1 inward-rectifier potassium channel | Inward rectifier potassium channel 2 (Mus musculus), P35561 | HEK293-Kir2.1, FluxOR thallium flux fluorescence; stronger effect = lower value | B-score at 10 µM | hit rate 0.85% among 310,000 | AID 1672, 2009;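 active = fluorescence ratio B-score at or below minus 3 SD of library scores, with starting-brightness B-score within 2 SD, cut at about -4.2 in these data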;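 also: channel flux triggered by added potassium and thallium sulfate stimulus; B-score of peak minus minimum fluorescence over baseline after thallium stimulus; more negative B-score means stronger Kir2.1 block with less thallium influx; some compounds called inactive have numbers as strong as hits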
STK33 kinase inh – inhibitors of purified STK33 kinase, primary screen, biochemical, ADP-Glo luminescence, homogeneous, cell-free; Serine/threonine-protein kinase 33 (Homo sapiens), Q9BYT3; MBP phosphorylation; inhibition, % at 10 µM; hit rate 0.073% among 320,000;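 active = inhibition at or above 25%, using the most active replicate where run in duplicate; inactive = inhibition below 25%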
Starred values were filed as active, the others as inactive; i = inactive; . = not tested or not shown.

SMILES | KCNQ2 inh | Kir21 block | STK33 kinase inh
Cn1c(N)c(C(=O)CN2CCc3ccccc3C2)c(=O)n(C)c1=O | i | -0.8 | 0.3
O=C(CSCc1c(Cl)cccc1Cl)NCc1ccccn1 | i | -0.96 | -1.4
Nc1nc(CN2CCN(c3ccccn3)CC2)nc(Nc2ccc(Cl)cc2)n1 | i | -0.11 | 0.4
CSC1=C(C#N)C(c2ccccc2)C(C(C)=O)=C(C)N1 (configuration not stated) | i | -2.9 | 1.2
O=C(CSc1ccc2ccccc2n1)c1ccccc1 | i | 1.1 | -1.2
Nc1c(S(=O)(=O)c2ccccc2)c2nc3ccccc3nc2n1/N=C/c1cccc(O)c1 | i | 0.05 | -0.7
COc1ccccc1C(=O)Nn1cnnc1 | i | 0.09 | 1.2
COc1ccc2c(c1)[nH]c1c(=O)n(CCN3CCOCC3)cnc12 | i | 1.7 | -0.1
N#C/C(=C(/O)c1ccco1)c1nc2ccccc2[nH]1 | i | 1.6 | 29*
Cc1cc(NC(=O)Cn2nnc(-c3ccccc3N)n2)no1 | i | 1.8 | -0.5
Cn1c(C(=O)NCc2ccccn2)cc2c(=O)n3ccccc3nc21 | i | 0.02 | -1.7
Cc1cccc(C)c1OCc1cc(C(=O)N(C)Cc2nc3ccccc3[nH]2)no1 | i | -2.1 | -0.1
C=CCn1c(-c2csc(-c3ccccc3)n2)n[nH]c1=S | i | 0.84 | 1.6
CCN(C(=O)/C=C/c1cc(OC)c(OC)c(OC)c1)C1CCCCC1 | i | 0.82 | -0.1
COc1ccc(/C=C(\C#N)C(=O)OCC(=O)NC(C)c2ccccc2)cc1 (configuration not stated) | i | -1.7 | 0.1
Cc1ccc(C=Nc2ccccc2C(=O)Nc2ccccc2)cc1 | i | 0.33 | -0.9
Cc1noc(COc2ccccc2OCC(N)=O)n1 | i | -0.08 | -3.0
Cc1cc(C)n2nc(C(=O)NCc3cccc(C(F)(F)F)c3)nc2n1 | i | 1.6 | 0.7
O=C(/C=C/c1ccc(Cl)cc1)Nc1ccccc1N1CCOCC1 | i | -0.22 | -2.0
COC(=O)c1sccc1NC(=O)CNC(=O)c1ccccc1 | i | 1.5 | -3.2
Cc1ccc(/C=C/c2nc3ccccc3c(=O)[nH]2)cc1 | i | 0.15 | 0.2
COc1ccccc1NC(=O)CS(=O)(=O)c1cccc2nsnc12 | i | 0.67 | -0.9
O=C(Cc1ccc(Cl)c(Cl)c1)Nc1ccccc1N1CCCC1 | i | -0.2 | -1.0
O=C(CN1C(=O)/C(=C\c2cccc(Cl)c2)Sc2ccccc21)NCCCN1CCOCC1 | i | -0.5 | 0.9
N=C(N)SCc1cn2ccccc2n1 | i | -0.17 | -3.8

Structures listed above shown as hits in STK33 kinase inh:
SMILES | KCNQ2 inh | Kir21 block | STK33 kinase inh
N#C/C(=C(/O)c1ccco1)c1nc2ccccc2[nH]1 | i | 1.6 | 29*

Carrying on:
SMILES | KCNQ2 inh | Kir21 block | STK33 kinase inh
CCn1c(=O)c(C(=O)NCCCc2ccccc2)c(O)c2ccccc21 | i | 0.05 | -1.3
CSc1nsc(N/N=C/c2ccc3c(c2)OCO3)c1C#N | i | -0.09 | -1.2
NC(=O)c1ccccc1NC(=O)CN1CCOCC1 | i | -1.8 | -0.9
CCOC(=O)Cc1csc(NC(=S)NC(=O)c2cc(OC)cc(OC)c2)n1 | i | -1.4 | -1.4
CCOC(=O)CC(C(=O)OCC)P(=O)(c1ccccc1)c1ccccc1 (configuration not stated) | i | 1.8 | -1.0
Cc1ccsc1C(=O)OCC(=O)Nc1c(C)n(C)n(-c2ccccc2)c1=O | i | 0.96 | -0.2
CN(CC(=O)Nc1ccc([N+](=O)[O-])cc1Br)Cc1c(F)cccc1Cl | -11* | 2 | -0.7
CCCCN(C)C1CCN(C(=S)Nc2cccc(OC)c2)CC1 | i | 0.02 | -0.3
O=C(c1c(Cl)cccc1Cl)N1CCN(c2cccc3[nH]ccc23)CC1 | i | -1.4 | -2.0
COc1cccc(/C=N/NC(=O)C(=O)Nc2ccccc2OC(F)(F)C(F)F)c1O | i | -0.01 | -0.3
O=C(NC(Cc1ccccc1)c1nc2ccccc2[nH]1)c1cccc([N+](=O)[O-])c1 (configuration not stated) | i | 0.01 | -0.2
Cc1ccc(N=Nc2c(=O)[nH]n3c(C)cc(C)nc23)cc1 | i | 1.8 | 0.1
CC1CCN(C(C)C(=O)Nc2ccccc2-c2ccccc2)CC1 (configuration not stated) | i | -3.1 | -1.6
COc1ccc(C2(C(=O)N3CCCC3)CCOCC2)cc1OC | i | -0.69 | -1.4
COc1ccc(Cl)cc1-c1nc(SCC(N)=O)n[nH]1 | i | 0.99 | 0.8
C=C1CCN([C@@H](Cc2ccccc2)C(=O)NCCC(C)C)S(=O)(=O)c2ccccc21 | i | 0 | -1.2
O=C(N/C(=C\c1ccc([N+](=O)[O-])cc1)C(=O)N1CCCCC1)c1ccccc1Br | i | 1.6 | -0.1
Cc1ccc(C)c(NC(=O)CCN2CCN(c3ccccc3F)CC2)c1 | i | 1.3 | 0.1
CCOc1ccc(NC(=O)CN2CCc3cc4c(cc3C2)OCCCO4)cc1OCC | i | -1.1 | -0.3
CSCCC(N=C(NS(=O)(=O)c1ccccc1)c1ccccc1)C(=O)O (configuration not stated) | i | 2.4 | -1.3
CCC[n+]1c2ccccc2cc2ccccc21 | i | -2.3 | 11
CCCNC(=O)c1cc(-c2ccc3c(c2)OCO3)on1 | i | -3.1 | -1.4
COc1nnc(-c2ccccc2)s1 | i | -2 | -2.1
Cc1cc(OCC(=O)O)c2cccc(C)c2n1 | i | 0.13 | .
Cc1[nH]nc2c1C(c1ccc(O)cc1)C1=C(CC(C)(C)CC1=O)N2 (configuration not stated) | i | -0.04 | 0.4

Next part; the last five above are carried over.
SMILES | KCNQ2 inh | Kir21 block | STK33 kinase inh
CCC[n+]1c2ccccc2cc2ccccc21 | i | -2.3 | 11
CCCNC(=O)c1cc(-c2ccc3c(c2)OCO3)on1 | i | -3.1 | -1.4
COc1nnc(-c2ccccc2)s1 | i | -2 | -2.1
Cc1cc(OCC(=O)O)c2cccc(C)c2n1 | i | 0.13 | .
Cc1[nH]nc2c1C(c1ccc(O)cc1)C1=C(CC(C)(C)CC1=O)N2 (configuration not stated) | i | -0.04 | 0.4
O=C(O)c1ccc(NC(=O)c2cccc(C(=O)Nc3ccc(C(=O)O)cc3)c2)cc1 | i | 1.6 | -1.2
CN1CCN(S(=O)(=O)c2cccc(C(=O)Nc3sc4c(c3-c3nc5ccccc5[nH]3)CCCC4)c2)CC1 | i | 0.42 | 0.1
COc1cc(NC(=S)N2CCC(C(N)=O)CC2)c(OC)cc1Cl | i | 0.14 | -3.7
Cc1ccc(Cl)cc1NC(=O)C1CCCN(c2cnccn2)C1 (configuration not stated) | i | 0.01 | -2.0
Cc1nn(-c2ccccc2)c(N2CCCC2)c1/C=N/NC(=S)Nc1ccc(F)cc1 | i | -0.56 | 0.4
Cc1ccc(C(=O)CC(C(=O)O)n2ccc(C)n2)cc1 (configuration not stated) | i | 0.47 | -1.6
COc1ccc(C)cc1NS(=O)(=O)c1ccc2c(c1)CCN2C(C)=O | i | -0.05 | 0.2
CCc1cc(Br)ccc1NC(=O)C1CCCO1 (configuration not stated) | i | -0.88 | -0.7
Cc1ccc(NCCCCO)cc1C | i | -0.01 | 4.4
COc1ccc(C2CCCN2C(=S)Nc2c(C)cccc2C)cc1OC (configuration not stated) | i | 1.9 | 0.7
O=C(Nc1ccc(Cl)c(Cl)c1)Nc1cc(S(=O)(=O)N2CCOCC2)ccc1N1CCCC1 | i | 2 | -1.6
CC1CCCCN1C(=O)CCS(=O)(=O)c1cccc2nonc12 (configuration not stated) | i | -1.3 | 0.6
O=S1(=O)CCC(NC(=S)N2CCOCC2)C1 (configuration not stated) | i | 0.84 | -0.4
CCOC(=O)c1ccc(S(=O)(=O)NC2CC2)cc1 | i | -0.66 | -0.5
CCOc1ccc(S(=O)(=O)n2nnc3ccccc32)cc1C | i | 0.12 | -0.6
CN(C)S(=O)(=O)c1cccc(C(=O)NC2CCSc3ccccc32)c1 (configuration not stated) | i | 0.25 | -0.4
C/C(=N\NC(=O)Cc1ccc(F)cc1)c1ccc(F)cc1 | i | 1.1 | -2.7
CCCCCCCN1C2=NCCN2c2ccccc21 | i | -0.08 | 0.3
COc1cc(C)c(CN2CCSCC2)cc1C | i | 0.25 | -0.6
O=C(Cn1cnc2c(cnn2-c2ccccc2)c1=O)Nc1cc(S(=O)(=O)N2CCOCC2)ccc1Cl | i | 0.98 | -2.0
COc1cccc(CNC(=O)CCn2c(=O)c3cccn3c3cccnc32)c1 | i | 2.2 | -1.5
CCCCCCCCCCn1ccc(=N)cc1 | i | -3.1 | -2.5
COc1cccc(-n2cc(CNCc3c(C(=O)N(C)C)nc4ccc(Cl)cn34)cn2)c1 | i | -0.25 | -1.8
CCOc1ccc(NC(=S)NNc2ccnc3cc(Cl)ccc23)cc1 | i | 1.6 | 0.9
C[C@@H]1C[C@@H]2OC(=O)[C@]3(C)[C@H]2[C@@H](OC3(C)O)[C@]2(C)C(=O)C=C[C@H]12 (some centres not stated) | i | 0.44 | 0.1

The listing continues:
SMILES | KCNQ2 inh | Kir21 block | STK33 kinase inh
COc1ccc(NC(=O)c2csc3c2CCCC3)cc1 | i | -0.44 | 0.2
CCN(CC)S(=O)(=O)c1c(OC)cc(C)c(Cl)c1C | i | -1.8 | -0.6
O=C(N1CCCCC1)N1CCN(S(=O)(=O)c2ccc(Cl)cc2)CC1 | i | 0.31 | 2.7
Cc1ccc(C)c(N2CCN(C(=O)c3csc4ccccc34)CC2)c1 | i | 1.6 | -1.3
Cc1ccc(S(=O)(=O)CCC(=O)Nc2cccc([N+](=O)[O-])c2)cc1 | i | -1.1 | 1.5
Cc1ccc(NC2=NC(c3ccc(F)cc3)n3c(nc(C)cc3=O)N2)cc1 (configuration not stated) | i | 1 | -2.1
C/C(CC(=O)Nc1cccc2c1CCCC2)=N\NC(=O)c1cccc2ccccc12 | i | 2.4 | -0.5
O=C1c2ccccc2C(=O)N1Cc1cc(-c2ccccc2Cl)no1 | i | -0.16 | -0.5
COc1ccc(N2CC(O)=C(c3nc(-c4ccc(F)cc4)cs3)C2=N)cc1Cl | i | 0.34 | -1.6
O=C1C(=O)N(CCCn2ccnc2)C(c2ccc(Br)cc2)/C1=C(\O)c1ccc2c(c1)OCCO2 (configuration not stated) | i | -3.9 | -0.6
CC(C)c1nc(SCC(=O)Nc2nccs2)c2ccccc2n1 | i | -0.53 | -1.6
COC(=O)c1sc(NC(=O)C2c3ccccc3Oc3ccccc32)c(C(=O)OC)c1C | i | 0.28 | 0.5
Cc1[nH]c2ccccc2c1C(=O)C(=O)N1CC=C(c2ccccc2)CC1 | i | -1.4 | -1.7
Cc1ccc(SCCNC(=O)/C=C/c2ccc(Cl)cc2)cc1 | i | 0.37 | -1.1
NNC(=O)c1snnc1-c1ccccc1 | i | -0.72 | 1.0
CCn1c(CNC(=O)c2ccccc2F)nnc1SCC(=O)NC1CCCCC1 | i | -0.09 | -0.9
CC(C)c1ccc(NC(=O)C[n+]2ccn(C3=C([O-])c4ccccc4C3=O)c2)cc1 | i | -0.85 | -0.4
O=S(=O)(/C=C/c1ccccc1)NC1CCCCCC1 | i | 0 | -0.1
C=CCN1C(=O)c2ccc(C(=O)N(C)CC(=O)Nc3ccccc3Cl)cc2C1=O | i | 1 | -0.6
NS(=O)(=O)c1ccc(CCNC(=O)CNCCc2ccc(C(F)(F)F)cc2)cc1 | i | 0.64 | -1.4
O=C(NCCS(=O)(=O)NC1CCCC1)c1ccc(F)cc1 | i | 0.7 | -2.5
Cc1c(CN2CCC(n3nccc3NC(=O)C3CC3)CC2)[nH]c2ccccc12 | i | -2.1 | -1.4
O=C1CCCN1CCC1CCN(C(=O)Nc2ccccc2)CC1 | i | 0.17 | -1.5
CCN(C(=O)N1CCOCC1)c1ccccc1C | i | 0.03 | 1.3
CCCCNC(=O)C(=O)NCc1ccncc1 | i | -0.68 | -1.0

(continued)
SMILES | KCNQ2 inh | Kir21 block | STK33 kinase inh
CCn1ccnc1CNC(=O)C1CCC(=O)N(Cc2ccccc2F)C1 (configuration not stated) | i | 0.01 | 0.0
COc1cc(-c2nc3ccc4ccccc4c3c3c2CCC3)cc(OC)c1O | i | 0.92 | -1.3
COc1ccc(CNC(=O)N2CCN(c3cccc(Cl)c3)CC2)cc1OC | i | 0.79 | -0.5
O=C(CC1S/C(=N/N=C/c2cccs2)NC1=O)Nc1ccc(Cl)c(Cl)c1 (configuration not stated) | i | -0.51 | .
O=C(CN(c1ccccc1)S(=O)(=O)c1ccc(Cl)cc1)Nc1cccnc1 | i | 0.01 | -0.4
Cc1c(=O)n(OCc2ccccn2)c2ccccc2[n+]1[O-] | i | -0.61 | -1.3
O=C(NNC(=O)c1ccc(-c2ccccc2)cc1)Nc1ccccc1F | i | 0.47 | 0.0

Grouped by structure, the compounds so far with a cyano group (four)
SMILES | KCNQ2 inh | Kir21 block | STK33 kinase inh
CSC1=C(C#N)C(c2ccccc2)C(C(C)=O)=C(C)N1 (configuration not stated) | i | -2.9 | 1.2
N#C/C(=C(/O)c1ccco1)c1nc2ccccc2[nH]1 | i | 1.6 | 29*
COc1ccc(/C=C(\C#N)C(=O)OCC(=O)NC(C)c2ccccc2)cc1 (configuration not stated) | i | -1.7 | 0.1
CSc1nsc(N/N=C/c2ccc3c(c2)OCO3)c1C#N | i | -0.09 | -1.2
